HIV peptide binding: inhibitors of HIV fusion peptide binding, primary screen, biochemical, uHTS, fluorescence dequenching (AID 1986). cell-free peptide binding, fluorescence dequenching, 30 min; higher % means a stronger effect. one-dose inhibition, % at 20 µM; IC50 in µM for titrated hits. 0.3% of 290,000 active; in the data active = inhibition mostly above about 52%, no sharp cut-off; inactive = mostly below about 76%; note: some results filed as inactive read as strong as hits
GPR55 antagonists: GPR55 antagonists blocking LPI-driven arrestin recruitment, primary screen, imaging, U2OS, beta-arrestin-GFP, LPI agonist (AID 2013); U2OS GPR55 beta-arrestin-GFP translocation imaging, LPI antagonism; higher % means a stronger effect; inhibition, % at 10 µM; hits with a dose series show IC50 in µM; 0.13% of 290,000 active;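 active = spots per cell inhibited over 60%, with over 100 cells counted and total cytoplasm intensity under 500,000; inconclusive = wells with under 100 cells, flagged as likely toxic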;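 note: U2OS cells stably carrying GPR55 and arrestin-GFP stimulated by 5 µM LPI near EC80; imaged beta-arrestin-GFP aggregate spots per cell after agonist stimulation; plate controls were LPI-stimulated DMSO wells for no effect and DMSO wells without LPI for full effect; some results filed as inactive read as strong as hits; confirmed hits need IC50 under 10 µM and bright autofluorescent wells are also inconclusive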
PhoP inhibition: PhoP-dependent GFP reporter repression – Salmonella Typhimurium, primary screen (AID 1863). inhibition, % at 50 µM, or IC50 in µM where a hit was titrated. 0.16% of 300,000 active. S. Typhimurium PhoP-regulated promoter GFP reporter, 4 h; higher % means a stronger effect;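 active = inhibition over 29.93%, a cutoff 3 SD above the screen mean, later confirmed by dose response; inconclusive = inhibition over 29.93% but no dose response follow-up; inactive = inhibition at most 29.93% or unconfirmed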;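 note: 0% = low Mg2+ inducing control and 100% = high Mg2+ repressing control; strong numbers were not always called active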
RSV CPE inhibition: inhibition of RSV-induced cytopathic effect – HEp-2 cells, primary 10 µM value included (AID 2391) | 0.13% of 310,000 active | HEp-2 cells, RSV-induced CPE inhibition; higher % means a stronger effect | CPE inhibition, % at 10 µM, or IC50 in µM where a hit was titrated; in the data active = a potency from the dose series; inconclusive = CPE inhibition mostly from about 23% at the one dose, without a potency; inactive = the rest, 99 in 100 with CPE inhibition below about 21%; note: strong numbers were not always called active
K1F lysis inhibition: inhibition of K1F phage lysis, E. coli UTI89, bacterial capsule biogenesis inhibitors, alamar blue (AID 488966) | E. coli UTI89 K1F phage lysis, alamar blue, 2 h; higher % means a stronger effect | inhibition, % at 100 µM; hits with a dose series show IC50 in µM | 0.02% of 340,000 active;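 active = phage lysis inhibition, versus mean bacterial control, above a set limit; inconclusive = no clear call, values can overlap the other calls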;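 note: capsule biogenesis inhibitors block K1F phage lysis so surviving cells raise fluorescence; higher fluorescence means more inhibition of phage lysis; actives were called in the ten point dose series up to 300 µM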
Dengue-2 NS5 capping: flavivirus cap methylation enzyme inhibition – biochemical, confirmation dose response, primary screen (AID 588689) | 0.3% of 340,000 active | inhibition, % at 25 µM; hits with a dose series show IC50 in µM | Dengue-2 NS5 methyltransferase capping enzyme assay, biochemical; higher % means a stronger effect; in the data active = a potency from the dose series; inconclusive = inhibition above about 29% without an active follow-up result
Rac1 GTP hydrolysis: MgcRacGAP GTPase-activating activity inhibitors, confirmation, biochemical, ADP Hunter fluorescence. MgcRacGAP-stimulated Rac1 GTP hydrolysis, ADP Hunter fluorescence; higher % means a stronger effect; GST-tagged Rac1 F28L mutant substrate. one-dose inhibition, % at 30 µM; IC50 in µM for titrated hits. AID 624330. 0.6% of 340,000 active;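 active = first-screen hits whose inhibition reached a set limit at any dose in the follow-up dose series; inconclusive = inhibition above the set first-screen limit but never retested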;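 note: fluorescence reports GDP produced by GAP-driven GTP hydrolysis; strong numbers were not always called active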
SV40 large T antigen: SV40 large T antigen inhibitors, biochemical (AID 1903) | one-dose inhibition, % at 20 µM; IC50 in µM for titrated hits | SV40 large T antigen ATPase/helicase inhibition assay; higher % means a stronger effect | 0.39% of 310,000 active; in the data active = a potency from the dose series; inconclusive = inhibition mostly from about 32% at the one dose, without a potency; inactive = the rest, 99 in 100 with inhibition below about 32%; note: strong numbers were not always called active
GPR35 arrestin U2OS: GPR35 antagonists blocking zaprinast-driven arrestin recruitment, primary screen, imaging, U2OS, beta-arrestin-GFP, zaprinast agonist (AID 2058). 0.052% of 290,000 active. inhibition, % at 10 µM; hits with a dose series show IC50 in µM. U2OS GPR35 beta-arrestin-GFP translocation imaging, zaprinast antagonism; higher % means a stronger effect;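 active = inhibition of at least 50% with at least 30 cells and total cytoplasm GFP at most 10,000,000; inconclusive = under 30 cells or total GFP of 10,000,000 plus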
Dengue-2 NS5 capping pilot replicate: second read-out of Dengue-2 NS5 capping, no call of its own (marks repeat the call); inhibition, %; measured here: pilot screen replicate inhibition
* marks the source's active call; other numbers are inactive results; u = inconclusive; x = not tested or not shown; [ ] = another dose, or the depositor's remark.

SMILES	HIV peptide binding	GPR55 antagonists	PhoP inhibition	RSV CPE inhibition	K1F lysis inhibition	Dengue-2 NS5 capping	Rac1 GTP hydrolysis	SV40 large T antigen	GPR35 arrestin U2OS	others
O=C(NCC(=O)N1CCCCCC1)c1ccc(Cl)cc1	-0.4%	6%	11%	0.5%	1.3%	-3%	4%	3%	5%
CN1c2ccccc2C(C)(C)C12C=Nc1c(ccc3ccccc13)O2 (configuration not stated)	8.2%	18%	4%	u	1.1%	39%	5%	9%	-1%
COc1ccc(-c2nc(C#N)c(N3CCN(c4ccccc4)CC3)o2)cc1	1.5%	9%	13%	2.4%	0.2%	2%	13%	-1%	0%
COc1ccc(NC(=O)CSc2nc(O)cc(=O)n2-c2ccccc2)cc1	4.5%	12%	2%	2.0%	0.0%	-7%	7%	11%	15%
Cc1cccc(S(=O)(=O)c2c(C)cc(C)nc2Cl)c1	0.0%	7%	2%	-0.2%	0.5%	-3%	-4%	20%	2%
O=C1C=C(c2ccccc2)CC(c2ccc(F)cc2)C1 (configuration not stated)	x	x	-7%	2.5%	-0.5%	1%	2%	20%	x
COc1ccc(Cl)cc1C(=O)OCC(=O)N(CC(C)C)c1c(N)n(Cc2ccccc2)c(=O)[nH]c1=O	x	x	-6%	-1.4%	-1.0%	-9%	4%	18%	x
Cc1ccccc1NC(=O)CSc1nn2c(=O)c(C)nnc2s1	0.1%	2%	6%	0.6%	0.0%	3%	7%	12%	2%
O=C(CCN1C(=O)C2C3CCC(C3)C2C1=O)OCC(=O)c1ccc(Br)cc1 (configuration not stated)	0.2%	-8%	8%	0.1%	0.1%	-3%	7%	-7%	-12%
CN1CC(=O)N2Cc3[nH]c4ccccc4c3C[C@H]2C1=O	1.3%	-3%	16%	-0.4%	-0.2%	-3%	x	-4%	8%
Cc1occc1C(=O)N1CCCC(N2CCN(c3cccc(C(F)(F)F)c3)CC2)C1 (configuration not stated)	0.8%	10%	-4%	18%	-0.5%[50 µM]	-4%	8%	14%	10%
COc1cccc(/C=N/NC(=S)NCCc2ccccc2)c1	0.9%	2%	-3%	7.6%	0.7%	-11%	1%	3%	4%
Cc1ccc(SCC(=O)OCC(=O)N(C)C2CCS(=O)(=O)C2)cc1C (configuration not stated)	x	x	x	1.9%	-0.2%	-5%	4%	x	x
O=[N+]([O-])c1cccc(-c2cn3nc(-c4ccccc4)c(-c4ccccc4)nc3n2)c1	6.6%	2%	-1%	1.2%	-2.6%	u	-5%	5%	3%
Cc1ccc(C(=O)NNC(=O)CCC(=O)NCc2ccccc2)cc1Br	0.1%	-6%	-4%	1.6%	-0.2%	-1%	6%	28%	-19%
CCCC1=C(C(=O)OCC)C(c2sccc2C)n2ncnc2N1 (configuration not stated)	-0.5%	-6%	-10%	2.1%	0.7%	2%	2%	8%	4%
CCOC(=O)c1ccc(N2CCN(c3ccc(F)cc3)CC2)c(NC(=O)Nc2cccc(OC)c2)c1	0.0%	7%	33%	2.1%	4.6%[50 µM]	1%	0%	5%	10%
CCOC(=O)c1cccc(NC(=O)C2CCCN(S(=O)(=O)c3cnc[nH]3)C2)c1 (configuration not stated)	-2.0%	-4%	-3%	2.0%	-0.8%	-4%	0%	-6%	11%
O=c1[nH]c(SCc2ccccc2)nc2[nH]ncc12	1.9%	2%	-4%	0.3%	0.2%	7%	10%	11%	7%
CC(=O)c1ccc(OCC(=O)Nc2ccc3nc(C)sc3c2)cc1	0.6%	2%	1%	2.6%	0.2%	-10%	11%	2%	-9%

A run of entries of the results above:
SMILES	HIV peptide binding	GPR55 antagonists	PhoP inhibition	RSV CPE inhibition	K1F lysis inhibition	Dengue-2 NS5 capping	Rac1 GTP hydrolysis	SV40 large T antigen	GPR35 arrestin U2OS	others
O=C(NCC(=O)N1CCCCCC1)c1ccc(Cl)cc1	-0.4%	6%	11%	0.5%	1.3%	-3%	4%	3%	5%
CN1c2ccccc2C(C)(C)C12C=Nc1c(ccc3ccccc13)O2 (configuration not stated)	8.2%	18%	4%	u	1.1%	39%	5%	9%	-1%

Following part:
SMILES	HIV peptide binding	GPR55 antagonists	PhoP inhibition	RSV CPE inhibition	K1F lysis inhibition	Dengue-2 NS5 capping	Rac1 GTP hydrolysis	SV40 large T antigen	GPR35 arrestin U2OS	others
CCCCc1cc(=O)oc2cc(OC(C)C(=O)NCCN3CCOCC3)c(Cl)cc12 (configuration not stated)	-0.2%	0%	-4%	-0.8%	0.1%	-4%	-5%	6%	-1%
Oc1ccccc1OCCOc1ccccc1OCCOc1ccccc1O	-1.2%	4%	-5%	2.6%	0.1%	-3%	12%	-4%	-6%
O=C(O)Cc1csc(Nc2cccc(Cl)c2)n1	0.4%	-3%	-1%	1.7%	1.8%	-1%	6%	-1%	-11%
Cc1cccc(NC(NC(=O)c2cccnc2)C(Cl)(Cl)Cl)c1 (configuration not stated)	-1.2%	7%	10%	0.1%	0.3%	1%	9%	6%	1%
O=C(c1nc2ccccc2[nH]1)c1ccccc1[N+](=O)[O-]	-2.4%	5%	3%	-0.1%	-1.4%	9%	10%	2%	5%
CCN(CC)CC(=O)Nc1c(C#N)cnn1-c1ccccc1	-0.5%	11%	x	-0.5%	x	x	x	3%	8%
CCCSc1ccc(C(=O)Nc2ccc(F)cc2F)cn1	-0.2%	-12%	4%	3.2%	1.5%	-10%	2%	13%	1%
Fc1ccc(C2=CC(c3ccc(Br)o3)n3ncnc3N2)cc1 (configuration not stated)	70%	14%	-59%	-0.8%	0.4%	u	1%	15%	0%
CC(C)Cn1c(SCC(=O)NC(=O)Nc2ccc3c(c2)OCCO3)nc2ccccc2c1=O	-0.2%	7%	27%	-0.9%	2.2%	-4%	4%	9%	3%
CCNc1nc(NCC)n2c(SC(C)C(=O)c3ccc(C)cc3)nnc2n1 (configuration not stated)	0.1%	-2%	2%	2.6%	5.4%	2%	9%	2%	3%
CCN(CC(=O)Nc1c(F)cccc1F)C(=O)Cc1ccc2c(c1)OCCO2	x	x	x	1.6%	0.0%[50 µM]	2%	2%	x	x
COc1ccc(S(=O)(=O)N(C)C)cc1NC(=O)Cc1c[nH]c2ccccc12	-1.0%	12%	11%	2.9%	-0.8%	2%	-1%	4%	12%
CCCOc1ccc(/C=N/NC(=O)CN(c2ccc(OCC)cc2)S(C)(=O)=O)cc1	0.1%	-3%	-6%	2.2%	0.3%	-12%	10%	13%	14%
COc1ccc(-c2nn(-c3ccccc3)cc2C(=O)O)cc1OC	-2.2%	5%	-11%	1.4%	5.6%	-3%	0%	4%	18%
Cc1ccc(CN(CC(=O)NCc2ccc3c(c2)OCO3)C(=O)c2csnn2)cc1	-1.6%	-12%	-5%	-0.1%	0.0%	-4%	4%	5%	6%
CC(OC(=O)[C@H](C)NC(=O)c1ccccc1Cl)C(=O)NCc1ccc2c(c1)OCO2 (some centres not stated)	x	x	-3%	2.6%	0.6%[50 µM]	4%	1%	9%	x
CC(C)n1cnc2c(NCc3ccccc3)cc(Cc3ccc(F)cc3)cc21	x	x	x	14%	-0.3%	5%	3%	x	x
CC(=O)c1cccc(NC(=O)CSc2ccc(-c3ccc4c(c3)OCO4)nn2)c1	0.3%	9%	7%	1.3%	1.9%[50 µM]	1%	8%	8%	4%
N#CCCn1cc(C(=O)O)c(-c2ccc3ccccc3c2)n1	-0.6%	7%	2%	-0.2%	0.1%	3%	11%	-1%	-5%
CCOc1ccccc1CSc1nc2ccccc2[nH]1	-2.1%	3%	4%	u	1.5%[50 µM]	-5%	-6%	-1%	6%
Cc1ccc(-c2csc(N/N=C/c3ccco3)n2)cc1	14%	x	9%	11%	9.2%	-1%	14%	1%	-1%
COc1cccc(/C=N/Nc2nc(Nc3ccc([N+](=O)[O-])cc3)nc(N3CCCC3)n2)c1O	-1.4%	6%	2%	-3.4%	x	x	x	24%	-11%
CCCCN(CCCC)c1cn[nH]c(=O)c1Cl	1.4%	-12%	3%	2.7%	-0.6%	-5%	12%	1%	-12%
CCCc1cc(=O)[nH]c2nnc(SCC(=O)Nc3ccc(C(C)=O)cc3)n12	x	x	6%	-1.4%	-0.3%[50 µM]	-1%	5%	3%	x
COc1cc(-c2noc(-c3ccccc3C(=O)NCc3ccco3)n2)cc(OC)c1OC	0.4%	17%	4%	-1.6%	0.2%	-3%	8%	15%	-16%
CCOC(=O)N1CCN(c2cccc(C)c2C)CC1	2.3%	-5%	-2%	2.1%	0.2%	-3%	7%	7%	13%
COc1ccc(CCN(Cc2ccccn2)C(=S)Nc2ccc(C)cc2)cc1OC	-1.3%	14%	-4%	0.2%	-0.7%	-7%	6%	10%	-15%
COc1ccc(S(=O)(=O)N2CCC(Nc3ccccc3Cl)CC2)cc1	-0.1%	-4%	7%	8.5%	-0.4%	1%	-9%	17%	-5%
O=C(CSc1ccc2nnc(-c3ccccn3)n2n1)Nc1ccc(F)cc1	-1.1%	25%	-6%	0.4%	-0.1%	1%	7%	17%	-5%
CSCC(C)N1CCC(n2nccc2NC(=O)c2ccccc2C)CC1 (configuration not stated)	21%	-1%	-7%	2.2%	1.4%[50 µM]	3%	9%	6%	5%
Cn1c(=O)c2c(nc(NCC3CCCO3)n2Cc2ccccc2)n(C)c1=O (configuration not stated)	-0.2%	16%	1%	-0.3%	2.0%	2%	-1%	6%	-1%
CCOC(=O)c1[nH]c(C)c(C(=O)N2CCN(c3ccccc3)CC2)c1C	35%	22%	1%	-0.2%	0.1%	3%	5%	9%	6%
CCOC(=O)c1ccc(NC(=S)NC2CC(C)(C)NC(C)(C)C2)cc1	-0.9%	-13%	-10%	-1.6%	2.1%	0%	8%	-13%	-6%
Cc1noc(C)c1S(=O)(=O)Nc1ccccc1OC(F)(F)F	0.9%	2%	-8%	1.0%	0.9%	8%	8%	9%	2%
COc1ccc(OC)c(N2C(=O)c3cccnc3C2=O)c1	1.2%	0%	-2%	1.2%	0.0%	1%	-2%	11%	-3%	Dengue-2 NS5 capping pilot replicate=1.2
COc1ccc(C(=O)CC(=O)C(=O)Nc2cccc(C(C)=O)c2)cc1	-1.4%	8%	7%	0.1%	0.1%	-1%	8%	4%	4%
Cc1c(CN2CCC(CO)(Cc3cccc(C(F)(F)F)c3)CC2)c2ccccc2n1C	-0.3%	10%	-8%	22%	-0.2%	15%	6%	7%	-2%
CCOC(=O)c1[nH]c(C)c(C(=O)OCC(=O)N2CC(=O)Nc3ccccc32)c1C	-3.1%	-2%	15%	1.6%	1.0%[50 µM]	-3%	1%	25%	2%

Screens from PubChem BioAssay.
